Assay outcomes: PubChem BioAssay, several laboratories
KKLEB tox: reduces viability of KKLEB cystic fibrosis airway cells; KKLEB CF airway cells viability, ATPlite luminescence, overnight; active compounds read low; cells stimulated with P. aeruginosa culture filtrate; activity change (cytotoxicity), % at 5 µM; 360,000 tested, 0.36% active;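 active = corrected activity change at or below -50% at 5 µM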
CF NFkB block: blocks PAF-induced NF-kB reporter in cystic fibrosis cells; KKLEB NF-kB-GFP reporter, GFP fluorescence overnight; inhibition, % at 5 µM; 360,000 tested, 0.86% active;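 active = at least 50% inhibition at 5 µM, scaled per plate between neutral and stimulator controls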;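 note: PAF is a Pseudomonas aeruginosa culture filtrate used as stimulus; plate controls were PAF-stimulated DMSO wells for no effect and unstimulated DMSO wells for full effect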
Peg3 prom inh: inhibitors of Peg3 promoter. 360,000 tested, 1.7% active. HeLa PEG-Prom luciferase reporter, luminescence, overnight. inhibition, % at 20 µM;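 active = inhibition of at least 50% at 20 µM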
Shn3 inh set2: Schnurri-3 reporter inhibition in Clone20 osteoblasts | Clone20 osteoblast Shn3 3'UTR firefly luciferase, 24 h | inhibition, % at 12.5 µM | 360,000 tested, 0.52% active | AID 588674;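 active = mean inhibition of at least 75% with every replicate also reaching 75%; inconclusive = mean inhibition at least 75% but some replicate below; inactive = mean inhibition below 75%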;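 note: 0% = median of neutral control wells and 100% = pilot-screen positive control compound; some compounds past the cut are filed as inactive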
CaV13 ICDI inh: Disruptors of the CACNA1D IQ motif to Ca2+-dependent inactivation inhibitor domain association, primary screening, Förster resonance energy transfer in intact living …; HEK cells, CFP/YFP FRET ICDI-IQ, plate reader, 10 min; percent FRET-ratio fall versus neutral wells; inhibition, % at 12.3 µM; 340,000 tested, 0.098% active; AID 743397;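 active = mean replicate inhibition of at least 30% and at least 1% of replicates passing that level; inconclusive = only one of the two criteria is met; inactive = neither criterion is met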;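 note: 0% = median of the neutral control wells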
PDI inh: inhibitors of human protein disulfide isomerase; PDI insulin aggregation turbidity, A650, 90 min; inhibition, % at 10 µM; AID 588391; 350,000 tested, 0.052% active; P07237;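 active = mean inhibition across replicates of 30% or more, whatever share of single replicates reach that level; inconclusive = mean inhibition below 30% while every single replicate reaches 30%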;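 note: absorbance from insulin aggregation driven by PDI reduction with DTT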
Target sequence (P07237 whole entry, looked up): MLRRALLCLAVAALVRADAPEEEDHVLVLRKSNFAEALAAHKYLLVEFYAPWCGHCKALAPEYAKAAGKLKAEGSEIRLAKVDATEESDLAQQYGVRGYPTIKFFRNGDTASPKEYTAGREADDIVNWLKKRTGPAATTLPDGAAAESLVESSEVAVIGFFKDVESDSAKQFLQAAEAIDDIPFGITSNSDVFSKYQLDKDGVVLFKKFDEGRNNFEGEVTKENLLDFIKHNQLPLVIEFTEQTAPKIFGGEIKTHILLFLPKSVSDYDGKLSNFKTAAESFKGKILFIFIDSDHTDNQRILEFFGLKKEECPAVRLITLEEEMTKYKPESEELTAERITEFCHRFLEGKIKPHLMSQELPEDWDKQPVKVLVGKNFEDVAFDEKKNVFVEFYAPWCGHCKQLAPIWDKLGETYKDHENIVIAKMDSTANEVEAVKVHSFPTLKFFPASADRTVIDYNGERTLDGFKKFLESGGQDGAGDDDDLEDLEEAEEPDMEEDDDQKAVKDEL
MITF TRPM1 inh: inhibitors of MITF-driven TRPM1 promoter in melanoma cells | AID 488899 | inhibition, % at 12.5 µM | SK-MEL-5 TRPM1 promoter luciferase, 24 h | 330,000 tested, 0.83% active;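 active = mean inhibition across replicates of 60% or more, whatever share of single replicates reaches that level; inconclusive = some that reach 60%, reason not given; inactive = mean inhibition across replicates below 60%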; note: values of inactives mirror those of a sister screen read the other way
NR2E3 ag-1: activates human photoreceptor nuclear receptor NR2E3. 320,000 tested, 0.12% active. Q9Y5X4. AID 2300. GST-NR2E3/biotin-RetCOR TR-FRET, 1536-well. inhibition of corepressor binding, % at 4.78 µM;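 active = percent inhibition above the cutoff of mean plus 3 SD of all tested compounds, set per screening campaign, cut at about 20% in these data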;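 note: 0% = DMSO wells and 100% = biotin wells as full block of FRET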
Target sequence (Q9Y5X4 whole entry, looked up): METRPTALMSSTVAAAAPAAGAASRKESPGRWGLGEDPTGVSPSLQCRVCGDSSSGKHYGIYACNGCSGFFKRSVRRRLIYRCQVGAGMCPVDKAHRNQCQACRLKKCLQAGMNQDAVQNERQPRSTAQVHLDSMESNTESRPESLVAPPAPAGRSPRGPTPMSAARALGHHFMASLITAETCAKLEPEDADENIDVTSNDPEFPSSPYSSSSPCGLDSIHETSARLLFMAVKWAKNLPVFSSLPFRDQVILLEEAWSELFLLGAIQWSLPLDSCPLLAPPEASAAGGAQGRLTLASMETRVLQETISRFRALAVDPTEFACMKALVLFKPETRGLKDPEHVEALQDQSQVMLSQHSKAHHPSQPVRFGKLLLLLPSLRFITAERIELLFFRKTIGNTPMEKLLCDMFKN
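System: GST-NR2E3 and biotin-RetCOR proteins; probe or stimulus: 7 nM biotin-RetCOR; doses: compound at 4.8 µM, single dose; schedule: Compound–protein incubation for 5 h at 4 °C; detection: time-resolved FRET; read-out: percent inhibition; controls: biotin wells as high control, 0.6% DMSO wells as low control; format: 1536-well plates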
NR2E3 ag-2: agonists of human NR2E3 nuclear receptor; Q9Y5X4; 360,000 tested, 0.35% active; CHO-S Gal4-NCOR/VP16-NR2E3 two-hybrid, luciferase; inhibition of corepressor binding, % at 3.98 µM; AID 602229;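 active = inhibition above the mean of all tested compounds plus 3 SD, cut at about 70% in these data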;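 note: 0% = DMSO with NR2E3 transfected cells and 100% = cells lacking NR2E3 construct; higher means lower luciferase signal from less NR2E3 corepressor binding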
HIF-2a inh: inhibitors of HIF-2a; inhibition, % at 18.8 µM; 360,000 tested, 0.72% active; 786-0 RCC cells HIF-2a reporter, luciferase luminescence, overnight; AID 624352;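 active = inhibition of the luminescence signal of 40% or more relative to plate controls, in a single-dose primary screen at 18.75 µM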
Vif inh: HIV Vif inhibition. AID 602346. inhibition, % at 7.49 µM. HEK293T cells, Vif self-association by quenched fluorescence, imaging, 24 h. 340,000 tested, 0.35% active; in the data active = inhibition above about 50%, passing the limit was not always enough; inconclusive = no clear call, values can overlap the other calls; inactive = below about 31%; note: some results filed as inactive read as strong as hits
* hit, by the source's call; ? = inconclusive; · = not tested or not shown.

SMILES	KKLEB tox	CF NFkB block	Peg3 prom inh	Shn3 inh set2	CaV13 ICDI inh	PDI inh	MITF TRPM1 inh	NR2E3 ag-1	NR2E3 ag-2	HIF-2a inh	Vif inh
CC(C)(C)Cc1nnc(NC(=O)Cc2ccc([N+](=O)[O-])cc2)s1	10	-11	5	13	-3	28	1	0	-5	3	-9
CCN(CC)c1ccc(NC(=O)Nc2ccc(C(C)=O)cc2)cc1	7	-5	-42	-18	-7	-2	-11	-4	-32	-30	-6
O=S(=O)(/N=C(\Sc1ccccc1)c1ccccc1)c1ccc(Cl)cc1	17	15	42	-19	-7	4	17	2	8	-8	·
CS(=O)(=O)c1ccc(Cl)c(NC(=O)Cc2ccsc2)c1	2	17	-5	17	·	-5	0	-1	-16	7	-6
Cn1cccc1CNCC(O)c1ccccc1 (stereo not drawn)	3	-3	7	2	-6	5	5	3	25	6	-2
COCCC(=O)N1CCC(Oc2ccc(C(=O)N3C[C@@H]4CCC[C@H]3C4)cc2)CC1	-1	-5	1	1	-2	13	-3	5	18	-8	1
CCOC(=S)SCC(=O)Nc1nc(-c2ccccc2)cs1	0	37	-14	-2	-5	3	39	3	-12	-20	29
COc1ccc(-c2cc(CNS(=O)(=O)c3cc(OC)ccc3OC)on2)cc1	-16	20	4	-3	·	5	-3	-4	8	16	2
Cc1cccc(OCC(=O)O/N=C(\N)Cc2cccs2)c1	4	14	-20	-19	-5	7	-1	4	-6	-134	2
CC(C)(C)c1cc(NS(=O)(=O)c2cccs2)no1	12	2	3	7	14	-16	11	-3	25	18	-4
COc1ccc(/C=N/n2c(N)nc3ccccc32)cc1OC	-22	22	-98	-21	·	2	-44	-1	-34	-110	1
CCNC(=S)N1CCc2cc(OC)c(OC)cc2C1COc1ccc(OC)cc1 (stereo not drawn)	8	-14	17	5	2	-1	-7	3	-19	9	17
C=CCn1c(=O)c2ccccc2n2c(SCC(=O)NC)nnc12	-3	-14	9	-10	-2	-5	10	-1	6	16	0
COc1ccc(S(=O)(=O)N2CCOC2CNC(=O)C(=O)NCCCN2CCOCC2)cc1 (stereo not drawn)	5	3	13	1	-6	18	-1	-1	2	22	-5
C=CS(=O)(=O)c1ccc(Oc2ccc(S(=O)(=O)C=C)cc2)cc1	-56*	99*	107*	96*	-5	?	89*	1	91*	90*	0
COc1ccc(CNC(=O)C(C)NS(=O)(=O)c2ccc(C)cc2)cc1 (stereo not drawn)	10	10	10	-51	-8	4	-1	-2	-17	15	4
Cn1c(SCc2ccon2)nc2ccccc2c1=O	-9	3	-7	-3	-5	-4	-10	2	11	7	5
Cn1c(=O)c(=O)n(C)c2cc(S(=O)(=O)N3CCOc4ccccc43)ccc21	7	5	12	10	-4	-8	3	1	5	23	9
CCOC(=O)c1cccc(NC(=O)C(C)N2C(=O)c3ccccc3C2=O)c1 (stereo not drawn)	2	-8	-5	-5	·	-12	0	2	-6	-3	·
COc1cc2c(cc1OC)C(C)N(C(=O)c1cc(C)on1)CC2 (stereo not drawn)	-21	25	-2	7	-4	14	30	-1	7	30	5
Cc1ccccc1NC(=O)C(Cl)=C(Cl)Cl	12	-17	55*	5	-3	28	35	-3	-7	-41	-2
C=CCNC(=S)Nc1ccc(OC(F)F)c(Cl)c1	-3	6	0	25	-4	1	6	2	-1	-30	3
C[C@@H]1CCCCO[C@H](CN(C)Cc2ccccc2)[C@@H](C)CN([C@H](C)CO)C(=O)c2cc(NC(=O)c3ccccc3)ccc2O1	-1	-8	-5	90*	-6	-4	·	·	3	2	·
Cc1ccc(NCc2ccccc2O)cc1C	0	0	-159	-25	-5	14	-46	-2	-55	-34	-4
Cc1cc(F)ccc1C(O)c1ncc(-c2ccc(Oc3ccccc3)cc2)[nH]1 (stereo not drawn)	-8	-10	22	-24	-5	-73	·	·	-7	-10	-8
CCOC(=O)N1CCN(C(=O)/C=C/c2cccc([N+](=O)[O-])c2)CC1	-2	0	6	14	-4	3	-2	0	-34	16	-1
CCCCN(C(=S)Nc1cccc(SC)c1)C1CCN(C(C)=O)CC1	6	10	11	26	-5	1	9	1	1	2	-4
CCOc1ccc(-c2nc(CSc3nnc(N)s3)cs2)cc1	-14	5	-269	-39	·	-26	-74	4	-42	-208	-7
N#C/C(=C\c1coc2ccc(O)cc2c1=O)C(=O)Nc1nc2ccccc2s1	-28	-57	-62	-13	-7	-4	12	0	-35	-53	0
Cn1c(SCC(=O)N/N=C/C=C/c2ccco2)nc2ccccc21	-14	21	7	1	-5	-1	-3	1	2	4	-1
CCN1CC2=C(OC(N)=C(C#N)C2c2ccccc2)/C(=C\c2ccccc2)C1 (stereo not drawn)	-18	6	23	15	·	5	9	-1	3	24	-2
Cc1ccccc1OCC(=O)NNC(=S)NC(=O)c1ccccc1[N+](=O)[O-]	8	8	-1	15	-2	14	10	-3	-4	20	-1
O=C1CC(NS(=O)(=O)c2cccnc2)CN1c1ccccc1 (stereo not drawn)	10	-13	-3	-5	-5	-4	-4	1	-1	11	8
COc1ccc(CCNC(=O)C(=O)NCC2CCCO2)cc1 (stereo not drawn)	2	-10	6	-19	·	-4	0	-1	-17	4	7
COc1ccc(Cl)cc1NC(=O)CN1CCN(S(=O)(=O)N2CCOCC2)CC1	3	4	7	6	-4	6	0	3	11	12	23
N=c1ccn(Cc2ccc([N+](=O)[O-])cc2)cc1	-4	0	8	-15	-4	0	-14	-2	-5	11	3
CC12CCC(C(=NO)C1=NO)C2(C)C (stereo not drawn)	17	4	-10	-9	-5	12	16	·	-11	-13	6
COc1ccc(CNS(=O)(=O)CCNC(=O)c2ccc(OC)cc2)cc1	7	-16	-2	-64	-6	-4	2	-3	-2	-2	-6
O=C1c2cccc3cccc(c23)C(=O)N1CCN1CCN(C(=S)Nc2ccc(Cl)cc2)CC1	-14	-1	26	44	-5	-1	7	2	-27	9	-4
CC(C)(O)C#Cc1ccc(CN2CCN(C3CCCCC3)C(CCO)C2)s1 (stereo not drawn)	13	3	12	10	-4	-3	-3	0	-3	0	-6
CCN(CC)CCn1nc(C)nc1-c1ccccc1O	-5	-6	6	-5	·	-3	-3	0	8	4	-4
O=C(CCc1nc(-c2ccccc2)no1)NCCc1ccccc1	-3	4	-22	10	·	3	2	4	11	-33	-5
Cc1nc2c(C)cccc2cc1C(=O)N/N=C/c1ccc(O)cc1	1	1	24	-15	-15	11	13	7	-57	-18	16
COc1ccc(-c2noc(=O)n2Cc2cc(C)ccc2C)cc1	3	-10	38	-4	-5	2	5	-1	19	0	9
CCCCC(=O)N(C)c1c(C)nc2ccc(C(=O)N3CCCCC3)cn12	-4	2	9	-10	-7	17	·	·	-25	10	8
O=C(N/N=C/c1ccc(O)c(O)c1)C1CC1	5	-7	6	-8	-5	3	·	-3	2	5	2
O=c1cnnc(Nc2ccc(Nc3ccccc3)cc2)[nH]1	2	10	10	-4	-4	3	-2	-7	-9	13	8
OCCC1CN(Cc2ccc3cccc(F)c3n2)CCN1Cc1ccccc1 (stereo not drawn)	9	0	11	-3	-4	8	16	-3	-12	11	-4
O=C(N/N=C/c1ccc2c(c1)OCO2)c1ccc(COc2cccc3cccnc23)cc1	4	-10	-88	-38	-2	-3	·	-1	-6	-117	-2
COc1ccc(OCCOCCN2CCN(C)CC2)cc1	6	-8	-7	2	-20	-8	-4	-4	-1	15	-2
O=C(CN(Cc1ccccc1)C(=O)c1cc2c(s1)CCC2)NCc1cccs1	3	-12	11	16	-5	-1	-5	4	-19	12	-11
CSCC[C@H](NC(=O)N1CCn2c1nc1ccccc12)C(=O)NCc1ccccc1	3	-1	3	-1	-3	5	12	3	18	11	-4
O=C(NCCc1ccccc1)c1ccc2c(c1)OCO2	-5	11	58*	22	-6	-9	53	2	-59	54*	-7
COc1ccc(NC(=O)CSc2nc(N)c(NC(=O)c3cccs3)c(=O)[nH]2)cc1	-8	4	15	1	0	0	-4	0	-14	20	-3
COc1ccc(C2(C)NC(=O)N(CC(=O)Nc3c(C)n(C)n(-c4ccccc4)c3=O)C2=O)cc1 (stereo not drawn)	-5	5	-9	-10	-5	1	1	-4	4	5	2
O=S(=O)(NCCN1CCOCC1)c1ccc(Oc2ccccc2Cl)cc1	8	-19	-4	29	-2	4	-3	-2	53	5	5
Nc1c(C(=O)Nc2ccc(Br)cc2)sc2nc(-c3ccco3)ccc12	5	-3	-52	-13	-58	2	8	5	-65	-99	·
Cc1cc(C)cc(NC(=S)N2CCN(S(C)(=O)=O)CC2)c1	-2	10	27	5	-6	11	4	6	-50	14	·
O=C(Cn1c(=O)oc2ccccc21)NCCc1ccccc1Cl	6	6	11	-16	4	-7	-8	0	11	3	-3
O=C(NN=C1CCN(Cc2ccccc2)CC1)c1cc2ccccc2cc1O	0	1	-15	-37	-4	-5	4	-1	-28	-22	2

Ordered by SMILES length (highest first): three of the compounds above.
SMILES	KKLEB tox	CF NFkB block	Peg3 prom inh	Shn3 inh set2	CaV13 ICDI inh	PDI inh	MITF TRPM1 inh	NR2E3 ag-1	NR2E3 ag-2	HIF-2a inh	Vif inh
CSCC[C@H](NC(=O)N1CCn2c1nc1ccccc12)C(=O)NCc1ccccc1	3	-1	3	-1	-3	5	12	3	18	11	-4
Cc1cc(C)cc(NC(=S)N2CCN(S(C)(=O)=O)CC2)c1	-2	10	27	5	-6	11	4	6	-50	14	·
O=C(N/N=C/c1ccc(O)c(O)c1)C1CC1	5	-7	6	-8	-5	3	·	-3	2	5	2

The listing continues:
SMILES	KKLEB tox	CF NFkB block	Peg3 prom inh	Shn3 inh set2	CaV13 ICDI inh	PDI inh	MITF TRPM1 inh	NR2E3 ag-1	NR2E3 ag-2	HIF-2a inh	Vif inh
COc1cccc(NC(=O)C2(C)CCN2Cc2ccc(SC)cc2)c1 (stereo not drawn)	-4	14	23	7	-6	-9	·	·	-11	19	5
COc1ccc(C(=O)Cc2cc3ccccc3oc2=O)cc1	-9	12	-280	-54	-1	-7	-124	-1	-81	-306	13
Cc1ccc(NC(=O)CN(C)CC(=O)Nc2ccc(N3CCOCC3)cc2)c(C)c1	5	3	-7	22	-5	0	7	1	-10	14	?
COCCn1cc(C(=S)N2CCOCC2)c2ccccc21	-1	4	15	-5	·	-2	20	-3	12	18	0
COc1ccc(CN2CCOCCOCCN(Cc3ccc(OC)cc3)CCOCCOCC2)cc1	-3	10	-28	10	4	5	11	-3	-13	17	3
O=C(NCCc1ccncc1)C(F)(F)F	-10	12	12	-14	-6	1	5	1	-11	13	-2
C/C(=N\Nc1nc(C)cc(-c2ccccc2)n1)c1ccc(O)cc1	-9	-27	-98	-4	-2	-2	-7	3	8	-15	-5
O=C(CCCOc1ccccc1)Nc1ccncc1	-9	3	-26	5	·	-3	6	2	3	-22	44
O=C(CCS(=O)(=O)c1cccc2nonc12)N1CCN(c2ccc(F)cc2)CC1	5	5	2	21	·	-10	1	4	13	11	-6
